rTrxR1 inhibitor – inhibitors of rat thioredoxin reductase 1. O89049. recombinant rTrxR1, NADPH fluorescence consumption, selenite substrate. Potency, µM (series often up to 114 µM), for inactives: at the top dose activity change, negative = inhibition, actives largely listed as inhibitors. 390,000 compounds, 1% hits; further: potency means the concentration at half of the fitted maximal effect; on the % scale 0 is the no-effect control and ±100 the full control effect; nearly all actives have a fitted effect of over 65% in size
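Rat TrxR1 (90 nM in the dispensed reagent) was pre-reduced with 400 uM NADPH for 5 min at room temperature, then incubated with compound for 15 min. After 400 uM selenite was added, NADPH fluorescence (Ex 340/Em 450 nm) was followed for 8 min.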
mIDH1 inhibitor – inhibitors of human mutant IDH1 R132H. AID 602179. O75874. 390,000 compounds, 0.093% hits. IDH1-R132H enzyme, NADPH consumption, diaphorase/resazurin fluorescence. Potency, µM (doses to about 76.6 µM), inactives show top-dose activity change, negative = inhibition, most hits filed as inhibitors; further: potency means the concentration at half of the fitted maximal effect; on the % scale 0 is the no-effect control and ±100 the full control effect; nearly all actives have a fitted effect of over 65% in size
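IDH1-R132H (0.5 ug/mL) preincubated 30 min with compound, then NADPH (0.016 mM) and alpha-KG (2 mM) added; 80 min at RT, pH 7.5. Remaining NADPH coupled via diaphorase/resazurin to fluorescence (540/590 nm); concentration-response curves normalized to no-enzyme control.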
Pin1 inhibitor – human Pin1 inhibition | Q13526 | Pin1 FP peptide displacement, HiFluor488, 10 min | Potency, µM (highest dose often 115 µM), inactives show at the highest dose activity, negative = inhibition, actives largely listed as inhibitors | 390,000 compounds, 0.009% hits | AID 504891; active means well fitted inhibition curve with a large enough effect in the polarisation, with a control signal flat, not every such curve was filed as active; inconclusive means small, poorly fitted or top-dose-only effect, or effect the other way, or a change in a side signal; inactive means no such curve, though single readings can be large or run the other way; the % refers to the polarisation; further: potency means the concentration at half of the fitted maximal effect; on the % scale 0 is the no-effect control and ±100 the full control effect
Target sequence (Q13526 whole entry, looked up): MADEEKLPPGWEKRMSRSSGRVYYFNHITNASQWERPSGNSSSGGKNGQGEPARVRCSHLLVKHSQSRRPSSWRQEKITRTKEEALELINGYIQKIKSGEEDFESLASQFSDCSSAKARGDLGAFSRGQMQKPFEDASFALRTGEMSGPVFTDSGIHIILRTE
TrxR1 substrate – rat thioredoxin reductase 1 substrate activity | purified TrxR1 substrate turnover, NADPH consumption readout | Potency, µM (highest dose often 114 µM), for the others: at the highest dose activity change, negative = substrate turnover | 390,000 compounds, 0.01% hits | AID 588456; further: potency means the concentration at half of the fitted maximal effect; on the % scale 0 is the no-effect control and ±100 the full control effect; nearly all actives have a fitted effect of over 50% in size
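Rat TrxR1, dispensed at 90 nM, was prereduced with 400 uM NADPH (final) for 5 min at ~22 deg C, then incubated with compound 15 min before 400 uM selenite. A first-read NADPH fluorescence drop versus no-compound background flagged substrates.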
Tb PGK inh – blocks T. brucei phosphoglycerate kinase. PGK/GAPDH coupled, Kinase-Glo luminescence, 60 min. 380,000 compounds, 0.043% hits. Potency, µM (top dose mostly 57.5 µM), for the others: at the highest dose activity change, negative = inhibition, actives largely listed as inhibitors. P07378. AID 602233; further: potency means the concentration at half of the fitted maximal effect; on the % scale 0 is the no-effect control and ±100 the full control effect; nearly all actives have a fitted effect of over 60% in size
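Luminescent ATP detection (Kinase-Glo Plus) follows a 60-minute room-temperature incubation, with wells lacking PGK as controls. Buffer: 100 mM TEA (pH 7.6), 5 mM MgCl2, 0.01% Tween-20. Coupling enzyme GAPDH (100 nM final) supplies unstable 1,3-BPG in-well.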
PI4K2A inh – PI4K2A (human) kinase inhibition; Q9BTU6; activity change, negative = inhibition, % at 76.9 µM; 420,000 compounds, 0.13% hits; purified PI4K2A, ADP-Glo luminescence, 1 h; active compounds read low; in the data active means activity change below about -50%; inconclusive means mostly about -30% to -49%;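 further: -100% = wells without enzyme as full effect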
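Compounds are screened against recombinant PI4K2A using PI as substrate and ATP, the latter dispensed at 300 microM. Reactions run one hour at ambient temperature before ADP-Glo detection; full inhibition defined by wells lacking enzyme.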
USP1-UAF1 inh – USP1/UAF1 (human) deubiquitinase inhibition | O94782 | recombinant USP1/UAF1, Ub-Rhodamine cleavage fluorescence | Potency, µM (series often up to 57.1 µM), inactives show at the highest dose activity change, negative = inhibition, most hits filed as inhibitors | 390,000 compounds, 0.23% hits; further: potency means the concentration at half of the fitted maximal effect; on the % scale 0 is the no-effect control and ±100 the full control effect; nearly all actives have a fitted effect of over 60% in size; inactives centre near -12
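In this screen, compounds sit with the deubiquitinase complex (1nM) for 15 min at room temperature before Ub-Rho is added at 150nM final. Fluorescence rise is then followed for 6 reads every 60 seconds.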
HP1b binding inh – HP1-beta chromodomain-methylated histone interaction inhibition | Potency, µM (doses to about 114 µM), inactives show at the highest dose activity change, negative = inhibition, usual class: inhibitors | P83916 | 390,000 compounds, 0.56% hits | AlphaScreen HP1-beta / biotin-H3K9me3 peptide binding | AID 540317; further: potency means the concentration at half of the fitted maximal effect; nearly all actives have a fitted effect of over 70% in size; inactives centre near 23
Target sequence (P83916 whole entry, looked up): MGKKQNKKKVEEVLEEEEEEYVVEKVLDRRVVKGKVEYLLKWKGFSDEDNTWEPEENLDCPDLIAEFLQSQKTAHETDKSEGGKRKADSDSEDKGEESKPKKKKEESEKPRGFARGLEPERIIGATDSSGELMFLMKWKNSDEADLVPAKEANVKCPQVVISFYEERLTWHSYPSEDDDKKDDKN
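AlphaScreen: HP1-beta (50 nM) preformed 30 min with biotin-H3(1-18)K9me3 peptide (50 nM) in PBS pH 7.4, 0.01% Tween-20. Compound added for 30 min at RT, then streptavidin donor/nickel chelate acceptor beads (10 ug/mL) for 30 min.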
GLS inh – glutaminase GLS (human) inhibition; O94925; GLS enzymatic activity, qHTS titration; Potency, µM (series often up to 45.5 µM), without a hit: top-dose activity change, negative = inhibition, usual class: inhibitors; 410,000 compounds, 0.21% hits; further: potency means the concentration at half of the fitted maximal effect; on the % scale 0 is the no-effect control and ±100 the full control effect
Target sequence (O94925 whole entry, looked up): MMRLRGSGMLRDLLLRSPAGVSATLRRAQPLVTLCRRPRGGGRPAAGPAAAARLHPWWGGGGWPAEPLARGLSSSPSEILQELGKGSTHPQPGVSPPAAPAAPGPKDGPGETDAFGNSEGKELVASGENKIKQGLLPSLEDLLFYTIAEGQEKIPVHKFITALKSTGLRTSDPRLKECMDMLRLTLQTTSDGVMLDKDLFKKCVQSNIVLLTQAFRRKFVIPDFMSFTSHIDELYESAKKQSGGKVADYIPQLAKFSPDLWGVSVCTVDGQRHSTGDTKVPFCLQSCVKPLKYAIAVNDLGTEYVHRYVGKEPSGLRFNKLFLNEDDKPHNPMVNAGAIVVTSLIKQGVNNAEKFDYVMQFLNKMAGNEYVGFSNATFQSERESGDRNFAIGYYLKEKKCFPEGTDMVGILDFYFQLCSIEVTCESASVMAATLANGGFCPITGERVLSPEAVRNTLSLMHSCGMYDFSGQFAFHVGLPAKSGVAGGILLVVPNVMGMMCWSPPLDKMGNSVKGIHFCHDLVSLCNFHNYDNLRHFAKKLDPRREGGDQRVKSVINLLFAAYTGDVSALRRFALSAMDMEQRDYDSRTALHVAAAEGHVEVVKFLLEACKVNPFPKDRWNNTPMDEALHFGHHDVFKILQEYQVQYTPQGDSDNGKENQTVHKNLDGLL
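Assay buffer: 45 mM KH2PO4 pH 8.2, 0.02% Tween-20. hKGA acts on L-glutamine (1 mM solution added); product glutamate is reported by an oxidase/peroxidase Amplex Red coupling, with fluorescence taken at baseline and 30 min.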
An asterisk follows results filed as active; i = inactive; u = inconclusive; x = not tested or not shown; & = joins results of further samples; [ ] = dose if it differs, or a comment. Unless noted, the call rests on the fitted dose curve; in most records, active means well fitted curve in the direction sought with a large enough effect; inconclusive means small, poorly fitted or top-dose-only effect, or another doubt; inactive means no such curve, though single readings can be large; an effect the other way counts as inactive or inconclusive.

molecule,rTrxR1 inhibitor,mIDH1 inhibitor,Pin1 inhibitor,TrxR1 substrate,Tb PGK inh,PI4K2A inh,USP1-UAF1 inh,HP1b binding inh,GLS inh
CC1CCN(C(=S)c2ccc(-c3ccc(Cl)cc3Cl)o2)CC1,u,-1%,-6%,-13%,-1%,1,-13%,22µM*,-6%
CC(C)CCN=Cc1c(O)n(-c2ccccc2)c(=O)c2ccccc12,9%,11%,-2%,1%,-4%,8,-14%,-23%,-1%
O=C(Cn1cnc(S(=O)(=O)N2CCCCC2)c1)N1CCN(c2ccc([N+](=O)[O-])cc2)CC1,-7%,-6%,-1%,-15%,i,-1,-16%,43%[activator],-3%
Cn1c(NC(=O)c2ccco2)cc(=O)n(C)c1=O,12%,0%,-3%,0%,i[11.5 µM],-4,-9%,14%,-5%
O=C(COC(=O)CCc1nc2ccccc2s1)Nc1ccc(S(=O)(=O)N2CCOCC2)cc1,-4%[57.1 µM],-3%,0%,-9%[57.1 µM],-1%,7,3%,17%,4%
CCOc1ccc(C(C(=O)NC2CCCCC2)N(C(=O)c2ccco2)c2ccc(-n3cnnn3)c(C)c2)cc1 (centres undefined),8%,0%,-18%,0%,-6%,2,-8%,26%,-3%
CCCCC(CC)COC(=O)c1ccc(N(C)C)cc1 (centres undefined),25%,-3%,u,7%,10%,3&-3,-11%,70%[activator],-6%&-13%
CC(=O)Nc1ccc(S(=O)(=O)Nc2nc3ccccc3nc2N2CCCC2)cc1,5%[57.1 µM],4%,2%,-7%,i,-5,-19%,39%[activator],19%
Cc1ccc(OCCNC(=O)CNC(=O)Cc2cccc3ccccc23)cc1,13%,x,14%,-3%,x,x,x,17%[57 µM],x
COc1ccc(C(=O)n2cnc(N)n2)cc1,13%[57.1 µM],-1%,2%,0%[57.1 µM],-9%,1,-13%,-6%,-11%
CC(c1ccco1)N(C(=O)c1ccc(Cl)s1)c1ccccn1 (centres undefined),3%,1%,4%,7%[57.1 µM],x,-1,-2%,25%,-5%
Cc1ccc(NC(=O)CN(C)C(=O)CCSc2ccc(F)cc2)cc1,7%,-7%,-6%,-1%,-9%,0,-18%,33%,1%
Cc1ccc(NC(=O)Cn2nc(C)c([N+](=O)[O-])c2C)cc1Cl,5%[57.1 µM],5%,6%,-10%,-1%,-2,-9%,22%,6%
Oc1ccc(-c2csc(Nc3cccc4ccccc34)n2)cc1O,u,-3%,3%,5%,-4%,-5,-18%,u,-16%
COc1cc(NC(=O)C2=C(N3CCOCC3)/C(=C\c3ccc(Cl)cc3Cl)CC2)cc(OC)c1OC,-8%,1%,4%,-2%,0%,-3,2%,10%,6%
Cc1cccc(OCc2nnc(SC(C)C(=O)Nc3ccc(N4CCOCC4)cc3)o2)c1 (centres undefined),0%,-8%,-1%,-12%[57.1 µM],7%,-3,-27%,20%,6%
O=C(CN1CCC(NC(=O)c2ccco2)CC1)Nc1ccccc1C(F)(F)F,16%,0%,-3%,5%,i,-3,u,26%,-3%
CN(CCc1ccccn1)C(=O)CCC1CCCN(C(=O)CN2CCCCCC2)C1 (centres undefined),-28%,8%,0%,-3%,-7%,0,-20%,36%[activator],6%
NC(=O)C1=CN(Cc2ccc(Cl)cc2)CCC1C(F)(F)F (centres undefined),-1%[57.1 µM],2%,-1%,4%[57.1 µM],2%,-1,-10%,3%,1%
C[C@H]1NS(=O)(=O)c2cc(Cl)ccc2O[C@@H]1c1ccccc1,x,-2%,x,x,0%,-1,u,x,-4%
COc1cccc(NC(=O)c2cc([N+](=O)[O-])ccc2NC(=O)CNCC2CCCO2)c1 (centres undefined),4%,-7%,-5%,-6%,1%,1,-10%,6%,6%
CS(=O)(=O)Nc1ccc(C(=O)N2CCCCC2)cc1,18%[57.1 µM],0%,0%,6%,x,3,-8%,22%,-2%
Cc1ccc(NC(=O)c2ccc(S(=O)(=O)N3CCC(C)CC3)cc2)cc1,17%,-1%,-4%,8%,2%,8,-14%,23%,0%
CC1CCCCN1Cc1c(C#N)c2ccccc2n1C (centres undefined),-3%,1%,u,3%[2.29 µM],-4%,1,-14%,79%[activator],13%
CCSc1nnc(NC(=O)C2C3CCC(C3)C2C(=O)O)s1 (centres undefined),-5%[57.1 µM],-8%,-3%,-4%[57.1 µM],-2%,-5,-4%,42%[activator],0%
N#Cc1cc(C#N)c(N2CCN(c3ccccn3)CC2)nc1N,19%,3%,1%,6%,i,4,-12%,16%,2%
Cn1c(N)c(C(C[N+](=O)[O-])c2ccccc2Cl)c(=O)n(C)c1=O (centres undefined),12%[57.1 µM],7%,-5%,7%[57.1 µM],-2%,-4,-16%,33%,-2%
Cc1ccc(-c2nc3ccccc3[nH]2)cc1NC(=S)NC(=O)c1ccccc1Br,-9%,8%,21%,-4%,-1%,4,-3%,-5%,22%
CCCCOc1ccc(N(CC(=O)NC(C)(C)C)C(=O)CCC(=O)Nc2nccs2)cc1,24%[2.29 µM],-7%,-12%,2%,-4%,-4,-14%,-7%,0%
Cn1c(CSCc2ccccc2)nnc1SCC(=O)Nc1nccs1,-9%,-2%,8%,-8%,1%,1,-14%,30%,x
Cc1ccc2c(c1)N(Cc1cccc(F)c1)C(=O)C(C)O2 (centres undefined),17%,13%,2%,-5%[2.29 µM],-21%,1,-19%,96%[activator],-17%
C[C@@H]1CCCCO[C@H](CN(C)C(=O)Cc2ccccc2)[C@H](C)CN([C@@H](C)CO)C(=O)c2cc(NC(=O)Nc3ccc(F)cc3)ccc2O1,x,5%,x,x,-8%,12,-23%,x,-10%
CCOC(=O)COc1cccc(C2NC(=O)c3ccccc3O2)c1 (centres undefined),19%,0%,-7%,6%,i,4,-17%,34%,-4%
Cc1ccc(Nc2nc(Cl)c(C=O)s2)cc1,11%,11%,u,5%,-10%,10,-8%,37%,13%
Cc1ccc2c(c1)c1c3n2CCN(C(=O)c2ccc(C(F)(F)F)cc2)C3CCC1 (centres undefined),15%,7%,4%,-2%,6%,-1,-20%,-7%,14%
Cc1cccc(OCCn2c(-c3ccco3)nc3ccccc32)c1,u,15%,2%,7%,0%,6,-17%,-23%,2%
CCCC(=O)Nc1ccc2c(c1)Cc1ccccc1-2,28%,-1%,-1%,2%,i,-3,-5%,19%,1%
CCOC(=O)N1CCN(S(=O)(=O)c2ccc(C(=O)N(CCCN(C)C)c3nc4ccc(CC)cc4s3)cc2)CC1,18%,0%,-4%,-5%,0%,5,-8%,8%,-1%
COc1cccc(C(=O)OCCN2C(=O)c3ccccc3C2=O)c1OC,-16%,2%,u,-16%,-11%,-1,1%,8%,-3%
CC(C)(C)OC(=O)n1cc(/C=N/NC(=O)c2ccco2)c2ccccc21,10%,0%,5%,-4%,i,3,-16%,23%,7%
O=C1N/C(=N\N=C\c2cccs2)SC1Cc1ccc(Cl)cc1 (centres undefined),-11%,2%,2%,-15%,-10%,3,-9%,28%,0%
Cc1ccc(S(=O)(=O)N(C)C)cc1NC(=O)c1cc(-c2ccco2)nc2ccccc12,3.5µM*,10%,8%,63%[activator],-7%,-13,-12%,7%,-8%
COc1ccc(OC)c(CNC(=O)C2CCN(S(C)(=O)=O)CC2)c1,11%,-8%,1%,4%,1%,-2,-19%,30%,-2%
Cn1c(Cn2cnc([N+](=O)[O-])n2)nnc1SCC(=O)Nc1ccccc1,23%[57.1 µM],10%,-9%,13%[57.1 µM],-6%,3,-13%,-7%,-2%
Cc1ccccc1NC(=O)CSc1nc2c(c(=O)n(C)c(=O)n2C)n1C,14%[57.1 µM],9%,0%,8%[57.1 µM],-6%,0,-16%,16%,-7%
CCN(Cc1ccccc1)C(=O)CN1C(=O)COc2ccc(S(=O)(=O)N(CC)CC)cc21,-13%,8%,5%,-9%,-6%,-3,-6%,12%,2%
CCC(=O)Nc1cc(C(=O)O)ccc1Sc1ccc(Cl)cc1,14%,-13%,-10%,-3%,-4%,6,-3%,33%,17%
Cc1ccc(C(C)C)c(Oc2cnccn2)c1,7%,1%,-2%,5%,-10%,-5,-16%,45%[activator],-3%
COc1cccc(CNC(=O)C2CCC(CNS(=O)(=O)c3cccc4cccnc34)CC2)c1 (centres undefined),16%,7%,-1%,-2%,-9%,-4,-22%,8%[57 µM],-2%
COC(=O)c1ccc(NC(=O)c2cccc(C)c2[N+](=O)[O-])cc1,5%,-2%,1%,-3%,2%,0,-11%,20%,-3%
COc1ccc(-c2cn(-c3cccc(C)c3)c(=O)[nH]2)cc1OC,u,5%,-2%,12%[57.1 µM],i,2,-17%,20%,6%
Clc1ccc2oc3c(Cl)ncnc3c2c1,-32%,-2%,4%,0%,-1%,9,-17%,68%[activator],8%

These rows are one share of the data, so the mix of outcomes need not match the whole.
